# Bioassay records as filed in PubChem BioAssay.
# MC4R antag cAMP – antagonists of human melanocortin 4 receptor (MC4R). inhibition, % at 6.5 µM. P32245. MC4R-expressing cells, MTII-stimulated cAMP, LANCE TR-FRET. 0.48% of 360,000 active;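 active = inhibition above its plate's cutoff, the mean of tested wells on that plate plus 3 SD, cut at about 29% in these data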;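 note: 0% = Melanotan II alone and 100% = Melanotan II plus saturating MCL0020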
# Target sequence (P32245 whole entry, looked up): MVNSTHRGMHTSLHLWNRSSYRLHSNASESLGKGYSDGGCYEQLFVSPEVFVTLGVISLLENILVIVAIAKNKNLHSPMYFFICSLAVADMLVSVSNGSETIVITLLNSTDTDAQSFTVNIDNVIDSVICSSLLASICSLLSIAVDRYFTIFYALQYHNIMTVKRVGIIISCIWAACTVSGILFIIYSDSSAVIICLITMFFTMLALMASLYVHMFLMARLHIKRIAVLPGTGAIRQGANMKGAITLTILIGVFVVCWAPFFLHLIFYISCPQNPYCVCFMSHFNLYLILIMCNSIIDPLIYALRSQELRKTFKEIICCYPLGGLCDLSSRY
#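 System: U2OS-MC4R stable cell line; Technique: Eu-cAMP/anti-cAMP TR-FRET, emission 671 nm; Repeats: single well per compound; Also added: Melanotan II; Dosing: one concentration, 6.5 µM nominal; Schedule: 30-min compound, 1-h challenge, 1-h detection, room temperature.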
# MC4R ag barr – agonists of human melanocortin 4 receptor (MC4R) beta-arrestin. U2OS MC4R beta-arrestin complementation, luminescence; percent of melanotan II response, DMSO zero. activation, % at 8.9 µM. 0.98% of 360,000 active. AID 540308;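 active = activation above a per-plate cutoff, the mean activation of sample wells on that plate plus 3 SD, cut at about 8% in these data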
# ABHD5-PLIN5 inh – ABHD5-PLIN5 protein interaction inhibition. Q00G26+Q8WTS1. 0.78% of 360,000 active. inhibition, % at 4 µM. Split G. princeps luciferase complementation, luminescence, 4 h;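 active = inhibition above the mean inhibition across every tested compound plus 3 SD, cut at about 22% in these data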;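 note: 0% = DMSO only wells and the 100% control is not disclosed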
# ABCB6 inh 2 – inhibitors of human ABC transporter ABCB6. fluorescence ratio to DMSO, % at 10 µM. K562-ABCB6 porphyrin accumulation, flow cytometry, 1 h; active compounds read low. Q9NP58. 0.19% of 360,000 active;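 active = fluorescence ratio to DMSO below 75%, the collection mean minus 3 SD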;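 note: signal is porphyrin accumulated inside mitochondria; 100% equals median channel fluorescence of DMSO control wells; lower ratio means ABCB6 inhibition with less porphyrin fluorescence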
# Exocytosis inh – lytic granule exocytosis inhibition; TALL-104 LAMP-1 surface exposure, flow cytometry; cells stimulated with thapsigargin and PMA; inhibition, % at 10 µM; 0.66% of 360,000 active; AID 651702;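 active = inhibition above about 55%, limit read from the data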
# PDI inh – blocks human protein disulfide isomerase activity; P07237; PDI insulin aggregation turbidity, A650, 90 min; inhibition, % at 10 µM; 0.052% of 350,000 active; AID 588391;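 active = mean inhibition across replicates of 30% or more, whatever share of single replicates reach that level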;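 note: absorbance from insulin aggregation driven by PDI reduction with DTT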
# CaV13 FRET inh – Disruptors of the CACNA1D IQ motif to Ca2+-dependent inactivation inhibitor domain association, primary screening, Förster resonance energy transfer in intact living … | HEK cells, CFP/YFP FRET ICDI-IQ, plate reader, 10 min; percent FRET-ratio fall versus neutral wells | inhibition, % at 12.3 µM | 0.098% of 340,000 active | AID 743397;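 active = mean replicate inhibition of at least 30% and at least 1% of replicates passing that level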;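 note: 0% = median of the neutral control wells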
# Cardio protect – protects H9c2 cardiomyocytes from peroxide injury | 0.63% of 360,000 active | protection from H2O2 cell death, % at 20 µM | H2O2 injury protection, ATPLite, 2 h;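 active = compounds giving at least 50% protection of heart cells from peroxide-induced death in the single-dose screen, raw or plate-pattern-corrected value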;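 note: 0% = DMSO wells with peroxide and 100% = DMSO wells without peroxide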
# m5-HT2A agonist – activates the mouse 5-HT2A serotonin receptor; P35363; activation, % at 7.6 µM; CHO-K1 mHTR2A beta-arrestin complementation, luminescence; percent of 30 µM serotonin response; 0.66% of 360,000 active; AID 624169;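 active = activation above a run cutoff, the mean activation of all tested compounds plus 3 SD, cut at about 14% in these data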;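 note: 0% = plate median of compound wells and 100% = 30 µM serotonin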
# Target sequence (P35363 whole entry, looked up): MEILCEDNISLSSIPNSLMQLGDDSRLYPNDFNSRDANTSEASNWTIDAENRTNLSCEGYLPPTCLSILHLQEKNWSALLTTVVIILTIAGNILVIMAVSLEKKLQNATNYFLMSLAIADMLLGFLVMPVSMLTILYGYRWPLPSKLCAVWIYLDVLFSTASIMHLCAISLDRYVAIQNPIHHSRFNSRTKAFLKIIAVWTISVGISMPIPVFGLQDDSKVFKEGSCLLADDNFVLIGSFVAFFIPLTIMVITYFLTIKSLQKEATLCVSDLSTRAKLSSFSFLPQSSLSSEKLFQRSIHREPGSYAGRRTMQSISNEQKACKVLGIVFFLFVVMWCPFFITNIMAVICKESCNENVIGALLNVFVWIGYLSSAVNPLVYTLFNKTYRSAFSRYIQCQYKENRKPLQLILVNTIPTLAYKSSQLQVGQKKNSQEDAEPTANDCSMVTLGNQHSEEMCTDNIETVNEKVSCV
# N-glyco inh – blocks N-linked glycosylation in D54 reporter cells | D54 ERlucT glycosylation luciferase reporter, 24 h; percent of 100 nM tunicamycin response | reporter increase, % at 12.5 µM | 0.23% of 360,000 active;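 active = mean luciferase reporter signal, scaled so untreated is 0 and the glycosylation-blocking control 100, at or above a set limit in every replicate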;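 note: luciferase carries N-glycosylation sites so blocking glycosylation raises the light; 0% = median of neutral control wells and 100% = median of 100 nM tunicamycin wells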
# * hit, by the source's call; x = no result given. This is a random part of the collection. Share with any hit: about 4.2%.
(1) Cc1ccc(CN2CCNC(=O)C2CC(=O)NCC(F)(F)F)o1 (centres undefined)
(2) CN1CCN(c2cnn(-c3ccccc3)c(=O)c2Br)CC1
(3) COc1c(Cl)cc(Cl)cc1CNCc1ccccc1
(4) O=C1C(Cl)=C(N2CCCCCC2)C(=O)N1c1ccc(Br)cc1
(5) O=C(NCCN1CCN(c2ccccc2)CC1)C1CCCN(S(=O)(=O)c2cnc[nH]2)C1 (centres undefined)
(6) OC(Cn1cnnc1)c1ccccc1 (centres undefined)
(7) COc1cc(/C=C2\SC(=S)N(CCC(=O)NC3CCCC3)C2=O)cc(OC)c1OC
(8) Cc1ccc(S(=O)(=O)NC(=O)Nc2nc(-c3ccc(F)c(F)c3)cs2)cc1

screen / no.,1,2,3,4,5,6,7,8
CaV13 FRET inh,-4,-3,-7,-37,x,-3,-6,3
N-glyco inh,-1,0,-3,-2,1,0,2,-1
Exocytosis inh,-2,-20,-1,-1,6,8,-6,-6
ABCB6 inh 2,101,97,99,101,100,97,94,97
ABHD5-PLIN5 inh,7,3,6,-10,4,0,0,-12
m5-HT2A agonist,-2,6,8,-1,30*,17*,-3,-1
MC4R ag barr,0.3,-4.2,3.8,-1.9,-1.2,0.3,1.7,-0.7
MC4R antag cAMP,1,11,-2,-1,-2,3,1,2
PDI inh,-3,-3,15,2,-1,10,2,1
Cardio protect,-3,-1,-9,-4,-2,7,4,-4

(9) CCOC(=O)CSc1nc2cc(C(=O)NCC3CCCO3)ccc2c(=O)n1Cc1ccco1 (centres undefined)
(10) O=C(CN1CCC(NC(=O)Nc2ccccc2)CC1)Nc1cccc([N+](=O)[O-])c1
(11) O=C(COC(=O)/C=C/c1cccc(Br)c1)NC1CCCCC1
(12) Cc1cccc(NC(=O)CN(C)S(=O)(=O)c2cccs2)c1
(13) CCOC(=O)C1=NN(c2ccccc2)C2=NC(C)=C(C(=O)OC)C(c3cccs3)N12 (centres undefined)
(14) Cc1ccc(CNC(=O)C2CCCN(S(=O)(=O)c3ccc(F)cc3)C2)cc1 (centres undefined)
(15) Cc1ccc(C(=O)Nc2ccc(Oc3ccc(C(=O)O)c(C(=O)O)c3)cc2)cc1C
(16) O=C(CSc1nncc(=O)[nH]1)NC1CCCCC1

screen / no.,9,10,11,12,13,14,15,16
CaV13 FRET inh,x,-7,-5,-7,-6,x,x,-19
N-glyco inh,0,-3,-1,-1,-2,-5,2,0
Exocytosis inh,0,7,16,3,-1,10,-1,-9
ABCB6 inh 2,97,97,100,98,103,94,98,92
ABHD5-PLIN5 inh,4,6,7,-3,-2,-6,-1,3
m5-HT2A agonist,-3,-8,-4,-2,-3,-4,9,1
MC4R ag barr,-3.1,-1.9,-1.2,-0.5,-1.5,0.5,0.9,-1.1
MC4R antag cAMP,26,7,3,1,3,9,-2,2
PDI inh,1,2,6,-3,-3,-5,2,-5
Cardio protect,13,4,-2,-2,9,-4,-14,-2

(17) COc1ccc(CN2C(=O)c3ccccc3C2c2nnnn2-c2ccc3c(c2)OCCO3)cc1OC (centres undefined)
(18) Cc1cc(C)c(C#N)c(SCc2[nH]nc3c2C(c2ccc(F)cc2)C(C#N)=C(N)O3)n1 (centres undefined)
(19) O=C(OCc1cn([C@H]2CN(C(=O)C3CCCCC3)[C@@H](c3ccc(Cl)cc3)C[C@@H]2O)nn1)c1ccccc1
(20) CCC1=NC(c2ccc(OC)cc2)N(O)C1(C)C (centres undefined)
(21) CC(=O)c1ccccc1OC(=O)c1c(F)cccc1F
(22) CCc1cc(C(=O)Nc2cc(Cl)ccc2N2CCN(C)CC2)sc1C
(23) CCCCn1c(SCC(=O)NC2CC2)nc2ccccc2c1=O
(24) COc1ccccc1CNC(=O)c1ccc2c(c1)OCO2

screen / no.,17,18,19,20,21,22,23,24
CaV13 FRET inh,-7,-6,-6,x,-17,-5,x,-6
N-glyco inh,x,0,2,2,2,-5,4,0
Exocytosis inh,-2,4,-4,0,0,6,-3,-10
ABCB6 inh 2,101,88,100,101,99,102,104,90
ABHD5-PLIN5 inh,-5,-4,-17,-5,0,18,2,0
m5-HT2A agonist,-2,-9,9,-1,1,-9,1,-8
MC4R ag barr,x,-0.5,1.5,-1.1,-0.1,1.4,0.6,0.6
MC4R antag cAMP,x,9,12,5,7,2,4,2
PDI inh,x,6,5,-6,-3,1,13,-4
Cardio protect,x,-1,-9,5,3,12,-1,-3

(25) COc1ccccc1NC(=O)c1nn(-c2ccccc2)ccc1=O
(26) CC(C)OCCCNC(=O)C(Cc1ccccc1)NS(=O)(=O)c1ccc2c(c1)CCC(=O)N2 (centres undefined)
(27) Cc1c(C(=O)N2CCOCC2)sc(NC(=O)c2ccc3c(c2)OCO3)c1C#N
(28) CSCCC(NC(=O)c1ccccc1Cl)C(=O)N1CCCCCCC1 (centres undefined)
(29) O=S(=O)(Nc1nc2ccccc2[nH]1)c1ccccc1
(30) COc1ccc(S(=O)(=O)CCC(=O)Nc2c(C)n(C)n(-c3ccccc3)c2=O)cc1
(31) Cc1nn(C)c(C(=O)Sc2ccccc2)c1[N+](=O)[O-]
(32) O=C(COC(=O)/C=C/c1cccc(F)c1)NC1CCCC1

screen / no.,25,26,27,28,29,30,31,32
CaV13 FRET inh,-1,-3,x,-5,-3,-1,-5,-5
N-glyco inh,0,1,-1,0,2,-1,2,0
Exocytosis inh,-8,-1,-2,-3,-6,-1,-4,1
ABCB6 inh 2,100,99,91,85,101,103,106,101
ABHD5-PLIN5 inh,0,-2,-3,-2,0,2,-2,5
m5-HT2A agonist,-1,0,-1,7,6,10,-11,0
MC4R ag barr,-3.5,-0.9,-0.2,-2.2,-0.9,-0.6,-2.6,-0.3
MC4R antag cAMP,6,10,0,0,-1,-1,10,8
PDI inh,3,-1,-7,-3,18,-4,1,-2
Cardio protect,1,-4,8,10,1,-7,-10,-2

# Structures above that contain a nitro group on carbon:
(10) O=C(CN1CCC(NC(=O)Nc2ccccc2)CC1)Nc1cccc([N+](=O)[O-])c1
(31) Cc1nn(C)c(C(=O)Sc2ccccc2)c1[N+](=O)[O-]

screen / no.,10,31
CaV13 FRET inh,-7,-5
N-glyco inh,-3,2
Exocytosis inh,7,-4
ABCB6 inh 2,97,106
ABHD5-PLIN5 inh,6,-2
m5-HT2A agonist,-8,-11
MC4R ag barr,-1.9,-2.6
MC4R antag cAMP,7,10
PDI inh,2,1
Cardio protect,4,-10

# The listing continues:
(33) CN(c1ccccc1)c1ncccn1
(34) CCN(c1ccccc1)S(=O)(=O)c1ccc(OC)c(NC(=O)c2ccccc2OC)c1
(35) Cc1cc(Cl)ccc1-n1c(-c2cccnc2)n[nH]c1=S
(36) CCN(CC)CCn1c2ccc(Cl)cc2c2nc(C)sc21
(37) COc1cc(C(=O)N/N=C/c2cn(Cc3ccccc3)c3ccccc23)ccc1O
(38) O=S(=O)(Nc1ccc2ccccc2c1)c1ccccc1
(39) CCOC(=O)c1[nH]c2ccccc2c1NC(=S)Nc1cccc(C)c1C
(40) COc1ccc(C2C(C#N)=C(N)Oc3cc(C)n(Cc4ccco4)c(=O)c32)cc1 (centres undefined)

screen / no.,33,34,35,36,37,38,39,40
CaV13 FRET inh,-18,-6,-21,-9,-6,-5,-7,-5
N-glyco inh,1,-3,-1,11,-1,0,-2,-1
Exocytosis inh,18,8,-3,-1,2,1,7,-1
ABCB6 inh 2,102,98,98,102,94,98,96,96
ABHD5-PLIN5 inh,-5,-4,-10,1,0,-4,-8,32*
m5-HT2A agonist,-1,-3,0,-2,-16,-2,3,-5
MC4R ag barr,-1.2,-1.8,-1.1,2.0,-2.7,0.9,-0.9,1.0
MC4R antag cAMP,10,6,-3,-4,-3,-4,6,-1
PDI inh,0,4,-11,1,8,-5,12,-4
Cardio protect,-3,-8,0,-3,-6,-4,-6,3

(41) CC(=O)c1ccc(O)c(CC=C(C)C)c1
(42) Cc1cccc(C(O)c2ncc(-c3ccc(C(F)(F)F)cc3)[nH]2)c1C (centres undefined)
(43) COc1ccc(-c2cc(C(F)(F)F)nc(SCC(=O)N3CC(C)OC(C)C3)n2)cc1OC (centres undefined)
(44) CCN(C(=O)COC(=O)Cc1c[nH]c2ccccc12)c1c(N)n(Cc2ccccc2)c(=O)[nH]c1=O
(45) O=C(CN1C(=O)COc2ccc(S(=O)(=O)N3CCCC3)cc21)N1CCCC1
(46) CCC(=O)Nc1ccc(C(=O)NNC(=O)c2cc([N+](=O)[O-])cc([N+](=O)[O-])c2)cc1
(47) CSc1ccccc1OCc1cc(C(=O)NCc2cccc(C)n2)no1
(48) COc1ccc(OC(=O)COc2cc(C)ccc2C)cc1

screen / no.,41,42,43,44,45,46,47,48
CaV13 FRET inh,x,-9,x,-7,-2,-52,-5,-2
N-glyco inh,3,-4,3,3,2,2,0,-1
Exocytosis inh,8,-3,-5,5,0,-2,1,-1
ABCB6 inh 2,100,103,107,100,95,101,93,94
ABHD5-PLIN5 inh,0,-7,-4,12,0,-3,2,15
m5-HT2A agonist,-3,6,-3,-1,7,0,2,4
MC4R ag barr,-1.2,7.6,-0.9,-1.1,-0.5,-3.9,-1.7,-0.3
MC4R antag cAMP,18,12,13,-7,11,0,0,-2
PDI inh,x,-1,-4,10,3,-2,16,6
Cardio protect,-6,-18,1,1,-4,4,7,-4

# Molecules listed so far with a thiophene ring, fused or not:
(12) Cc1cccc(NC(=O)CN(C)S(=O)(=O)c2cccs2)c1
(13) CCOC(=O)C1=NN(c2ccccc2)C2=NC(C)=C(C(=O)OC)C(c3cccs3)N12 (centres undefined)
(22) CCc1cc(C(=O)Nc2cc(Cl)ccc2N2CCN(C)CC2)sc1C
(27) Cc1c(C(=O)N2CCOCC2)sc(NC(=O)c2ccc3c(c2)OCO3)c1C#N

screen / no.,12,13,22,27
CaV13 FRET inh,-7,-6,-5,x
N-glyco inh,-1,-2,-5,-1
Exocytosis inh,3,-1,6,-2
ABCB6 inh 2,98,103,102,91
ABHD5-PLIN5 inh,-3,-2,18,-3
m5-HT2A agonist,-2,-3,-9,-1
MC4R ag barr,-0.5,-1.5,1.4,-0.2
MC4R antag cAMP,1,3,2,0
PDI inh,-3,-3,1,-7
Cardio protect,-2,9,12,8

# Next section.
(49) CSCC[C@H](NC(=O)N1CCn2c1nc1ccccc12)C(=O)N1CCCCC1
(50) Clc1ccc(OCCNCCc2ccccc2)cc1
(51) CC(=O)/C(C#N)=C1\NC(=O)C(Cc2ccccc2C)S1 (centres undefined)
(52) Cc1ccccc1NC(=O)CSc1nc(N2CCCCC2)nc(N2CCCCC2)n1

screen / no.,49,50,51,52
CaV13 FRET inh,-14,-4,-5,-5
N-glyco inh,1,1,-12,-6
Exocytosis inh,0,17,-2,0
ABCB6 inh 2,92,99,94,102
ABHD5-PLIN5 inh,-3,8,-13,0
m5-HT2A agonist,-1,1,-2,4
MC4R ag barr,-3.4,-0.4,-2.5,1.4
MC4R antag cAMP,0,0,-4,10
PDI inh,-6,3,2,1
Cardio protect,4,12,7,2
